Screening data as filed in PubChem BioAssay.
hcDAF12 agonist: H. contortus DAF-12 activation, primary screen. activation, % at 6.8 µM. actives 1.4% (n = 370,000). HEK293 hcDAF-12 lit1-tk-luc reporter, luminescence; 0% DMSO, 100% Δ7-dafachronic acid. AID 652067;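 active means activation above the mean of all tested compounds plus 3 SD, cut at about 5.5% in these data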;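 further: 100% = response to 3 µM Δ7-dafachronic acid high control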
HGIII-sPLA2 inh: Blocks human group III sPLA2 activity. AID 743126. inhibition, % at 12.2 µM. QFRET BODIPY PC-A2 liposome hydrolysis, fluorescence. actives 0.56% (n = 370,000). Q9NZ20;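 active means inhibition above mean plus 3 SD of compounds lying within the high and low control bounds, cut at about 19% in these data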;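 further: 0% = median of test compound wells and 100% = no enzyme DMSO wells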
GC-A act: GC-A (human) enzyme activation; AID 1671463; HEK293 GC-A cells, cGMP TR-FRET, EC30 ANP; 0% at EC30 ANP, 100% saturating ANP; activation, % at 10 µM; P16066; actives 0.14% (n = 370,000); in the data active means activation above about 40%
Target sequence (P16066 whole entry, looked up): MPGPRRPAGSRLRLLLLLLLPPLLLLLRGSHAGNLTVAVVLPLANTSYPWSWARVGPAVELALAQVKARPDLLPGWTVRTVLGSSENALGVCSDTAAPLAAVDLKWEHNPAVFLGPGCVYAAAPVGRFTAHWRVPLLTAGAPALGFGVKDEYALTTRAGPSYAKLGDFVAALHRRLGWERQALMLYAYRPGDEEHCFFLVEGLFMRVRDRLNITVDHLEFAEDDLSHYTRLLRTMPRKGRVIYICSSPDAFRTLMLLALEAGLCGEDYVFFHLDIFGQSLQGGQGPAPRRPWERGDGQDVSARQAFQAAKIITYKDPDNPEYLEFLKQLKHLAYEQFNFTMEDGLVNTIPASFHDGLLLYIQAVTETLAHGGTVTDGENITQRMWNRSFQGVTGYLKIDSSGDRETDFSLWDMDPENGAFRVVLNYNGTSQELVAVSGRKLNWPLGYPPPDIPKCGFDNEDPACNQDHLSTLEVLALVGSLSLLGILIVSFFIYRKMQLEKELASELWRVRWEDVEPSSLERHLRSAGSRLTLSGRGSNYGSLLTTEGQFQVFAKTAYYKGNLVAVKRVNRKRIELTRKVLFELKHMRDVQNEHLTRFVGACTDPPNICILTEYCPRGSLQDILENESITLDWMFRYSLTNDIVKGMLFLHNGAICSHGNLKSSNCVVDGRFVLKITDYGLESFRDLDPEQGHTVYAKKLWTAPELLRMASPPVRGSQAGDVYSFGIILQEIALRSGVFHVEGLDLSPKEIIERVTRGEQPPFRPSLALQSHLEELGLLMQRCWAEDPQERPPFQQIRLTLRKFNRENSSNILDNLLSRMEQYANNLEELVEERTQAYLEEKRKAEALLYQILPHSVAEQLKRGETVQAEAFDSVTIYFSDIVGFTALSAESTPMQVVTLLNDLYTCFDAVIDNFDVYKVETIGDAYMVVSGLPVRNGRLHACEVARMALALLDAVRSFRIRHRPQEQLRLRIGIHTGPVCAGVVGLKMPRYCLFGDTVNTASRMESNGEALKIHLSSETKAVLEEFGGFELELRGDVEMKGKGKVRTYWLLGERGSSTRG
DAX1 inh-1: NR0B1 (DAX1) inhibition; P51843; actives 0.99% (n = 340,000); AID 504766; inhibition, % at 6.75 µM; HEK293 Gal4-DAX1 luciferase reporter, luminescence;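 active means inhibition above the mean over all tested compounds plus 3 SD, cut at about 4.2% in these data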;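 further: 0% = DAX1-transfected cells with DMSO and 100% = empty-vector control cells with DMSO; inhibition shows as a rise in luminescence from relieved DAX1 repression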
GC-B act: GC-B (human) receptor activation; actives 0.11% (n = 370,000); activation, % at 10 µM; P20594; HEK293-GC-B cells, CNP EC30, cGMP TR-FRET; 0% at EC30 CNP, 100% saturating CNP; AID 1920062;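 active means activation at 10 µM reaching about 35% in either raw or pattern-adjusted values, limit read from the data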
ssDAF12 agonist: activates DAF-12 receptor from parasite S. stercoralis; HEK293 ssDAF-12/GRIP1 lit1-tk-luc reporter, luminescence; % of 3 µM dafachronic acid response; activation, % at 6.8 µM; actives 1% (n = 370,000); AID 652126;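 active means activation above the mean over all tested compounds plus 3 SD, cut at about 0.9% in these data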;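 further: 0% = DMSO-only wells and 100% = 3 µM delta7-dafachronic acid wells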
proKLK7 act: proKLK7 (human) activation, primary screen | P49862 | purified proKLK7, EDANS-DABCYL substrate fluorescence; 100% is mature enzyme control, 0% vehicle | activation, % at 7 µM | actives 0.9% (n = 370,000) | AID 652039;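 active means activation above the mean of all tested compounds plus 3 SD, computed per campaign excluding outliers beyond control limits, cut at about 13% in these data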
DAX1 inh-2: inhibitors of DAX1 repression of SF-1 activated StAR promoter; HEK293T StAR-luciferase reporter, SF-1/DAX-1 repression relief; inhibition, % at 6.8 µM; actives 1.1% (n = 370,000); AID 652010;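 active means inhibition above the mean over all tested compounds plus 3 SD, cut at about 3.6% in these data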;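 further: 0% = DAX-1 cells with DMSO and 100% = cells lacking DAX-1 with DMSO; higher inhibition means more luminescence from relief of DAX-1 repression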
SMARCA2 activ: SMARCA2 function activation, primary screen; activation, % at 9.1 µM; MG213 cells, MMTV-luciferase reporter, dexamethasone, overnight; actives 1% (n = 370,000); in the data active means activation above about 7.8%;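 further: 0% = vehicle wells and 100% = reference activator wells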
hgDAF12 agonist: hgDAF-12 agonism, primary luciferase screen | HEK293 GAL4-hgDAF12 UAS-luciferase reporter, agonist luminescence; normalized to butyrate control | actives 1.8% (n = 370,000) | AID 687014 | activation, % at 6.8 µM;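 active means activation above a cutoff set at the mean of all screened compounds plus 3 SD, cut at about 10% in these data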;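 further: 0% = DMSO wells and 100% = sodium butyrate wells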
GAA850 FXN act: activators of GAA850 frataxin (FXN) promoter; activation, % at 6 µM; AID 540364; actives 0.56% (n = 360,000); HEK293 lucGAA850 FXN promoter luciferase reporter, 24 h; percent of 10 µM SAHA response;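 active means activation above the average of all compounds screened plus 3 SD, cutoff fixed separately per campaign, cut at about 7.5% in these data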;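 further: 0% = DMSO wells and 100% = 10 µM SAHA wells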
Active calls of the source: *; / = no result given.

molecule,HGIII-sPLA2 inh,GC-A act,SMARCA2 activ,hcDAF12 agonist,GAA850 FXN act,GC-B act,hgDAF12 agonist,DAX1 inh-1,proKLK7 act,DAX1 inh-2,ssDAF12 agonist
Cc1cccc(NS(=O)(=O)c2ccc(C(=O)NCC(c3ccco3)N3CCCCC3)cc2)c1C (stereo not given),-14,2,-3,-2.0,-0.7,-3,-3.7,-2.7,0.1,-4.3,-1.5
COc1cc(/C=C(\NC(C)=O)C(=O)NC(C)(C)C)ccc1OC(C)=O,-2,0,-1,3.1,2.3,1,1.1,-1.0,0.7,-0.2,-1.0
O=C(Cc1ccccc1[N+](=O)[O-])NC1CC1,-1,0,-1,0.2,2.0,2,-1.7,-0.5,-0.8,0.8,-0.9
Nc1cc(N)cc(C(=O)c2ccccc2)c1,4,3,-1,-0.6,/,-3,-2.8,/,-0.1,-0.9,-0.8
COc1ccc(/C=N/Nc2nc(-c3cccnc3)nc3ccccc23)cc1OC,-7,14,-3,-1.9,-3.0,5,-0.9,-1.6,-4.8,-1.5,-1.7
CCC(=O)Nc1nc2ccccc2n1Cc1ccccc1Cl,-1,12,-5,-2.0,1.0,19,-5.0,-2.1,0.7,-1.7,-1.2
CC(=O)N1CCCC1C(=O)O (stereo not given),8,2,-3,-2.1,0.1,1,-1.5,0.8,0.7,0.7,-1.5
CCCC(CCC(=O)Nc1nccs1)C(=O)O (stereo not given),-1,-1,-1,-0.5,0.6,4,0.9,0.0,0.2,-0.1,-0.8
O=C(O)c1cccc(S(=O)(=O)Nc2ccc3c(c2)OCO3)c1,-2,-1,0,-1.3,-2.7,0,-1.9,-0.5,-0.3,-0.2,-1.5
Cc1ccc(C)c(NC(=O)c2cc3c([nH]c4ccccc43)c(C)n2)c1,-6,-4,0,0.5,-0.2,4,0.5,1.1,0.3,-0.6,-1.0
CCOC(=O)COc1cc(Br)c(C2NC(=O)NC(C)=C2C(C)=O)cc1OCC (stereo not given),9,-2,-4,-1.4,-0.2,0,-2.3,1.1,-0.3,-0.5,-0.7
CCOc1cnc(-c2c(-c3c(F)cccc3Cl)noc2C)o1,2,-6,-4,-1.8,4.7,3,-1.6,2.7,-0.6,-1.2,-1.1
COc1cc(C2C(C#N)=C(N)N(N(C)C)C3=C2C(=O)CC(C)(C)C3)cc(OC)c1OC (stereo not given),3,-3,-3,-1.7,1.0,-3,-0.8,1.1,-0.5,-0.1,-0.9
O=S1(=O)CC=C(CSC(=S)NC2CCS(=O)(=O)C2)C1 (stereo not given),11,-3,-5,-1.2,-0.5,4,3.8,4.3*,0.1,-0.1,-0.1
CN(CCCOC(=O)c1cc2ccccc2o1)C1CN(Cc2cn(Cc3ccccc3Cl)nn2)S(=O)(=O)C1 (stereo not given),-12,-1,0,0.0,/,-3,3.9,/,0.2,2.6,-0.5
CC(=O)Nc1cc(-c2ccc(C(=O)N3CCOCC3)cc2)cn2c(-c3ccc(F)c(Cl)c3)cnc12,-10,4,-2,-2.6,0.9,2,-2.4,/,-2.5,-1.2,-1.9
Cc1ccc(C2=NN=C(NC(=O)C(F)(F)F)SC2)cc1,0,0,7,4.3,3.5,4,12*,0.1,-0.3,0.9,2.3*
Cc1ccc2c(SCC(=O)NCc3ccco3)nc(-c3ccc(F)cc3)nc2c1,0,1,3,-0.6,1.5,1,1.8,1.7,0.5,-0.4,-0.7
Brc1ccccc1CN1CCC(Cc2ccccc2)CC1,-5,-4,-3,-1.9,2.1,-7,0.6,1.4,-0.7,0.0,-0.7
NS(=O)(=O)c1ccc(CCNC(=O)CCNC(=O)c2ccco2)cc1,2,2,0,2.4,-1.3,3,0.2,0.9,-0.4,0.3,-0.1
CCC1CN(C(=O)Nc2cccc(C)c2)c2cc(C)ccc2O1 (stereo not given),3,-14,-1,0.2,-0.2,-4,2.2,0.3,-0.3,0.0,-0.6
Cc1[nH]c(=O)[nH]c(=O)c1S(=O)(=O)N1c2ccc(F)cc2CCC1C (stereo not given),-1,2,-4,0.3,0.6,-2,1.9,0.6,-0.2,-0.3,-1.8
Cc1cccc(N2CCN(C(=O)C3CCN(c4nnc(-n5cccc5)s4)CC3)CC2C)c1 (stereo not given),1,3,1,1.4,0.7,4,-1.1,-1.9,-0.3,-1.6,-1.7
COC(=O)[C@]12C[C@H](CC(=O)NCc3cccc(C(F)(F)F)c3)C(=O)N(Cc3ccccc3)C1=C[C@H](COCc1ccccc1)O[C@@H]2C,-15,-7,-3,-2.0,/,3,4.8,/,-0.2,-0.8,-1.1
COc1ccc(CNC(=O)Nc2ccc3c(c2)c(=O)n(C)n3Cc2cc(C)cc(C)c2)cc1,-28,9,0,-2.3,-0.8,2,2.0,/,-10.0,0.5,-1.8

(continued)
molecule,HGIII-sPLA2 inh,GC-A act,SMARCA2 activ,hcDAF12 agonist,GAA850 FXN act,GC-B act,hgDAF12 agonist,DAX1 inh-1,proKLK7 act,DAX1 inh-2,ssDAF12 agonist
Cc1ccc(S(=O)(=O)N2CCCC(C(=O)NCc3cccnc3)C2)cc1Cl (stereo not given),0,2,-3,-1.4,2.2,1,0.8,-1.2,0.2,-0.3,-1.0
Cc1onc(-c2ccccc2Cl)c1C(=O)OCC(=O)Nc1cccc(S(=O)(=O)N2CCOCC2)c1,-30,-5,-4,-2.1,0.5,2,-2.9,-0.5,0.7,-1.1,-1.7
C#CCSc1nnc(C)c(C)n1,1,2,-1,0.6,3.1,2,0.2,0.8,0.1,0.1,0.0
COc1ccc(C(=O)Nc2ccc(S(=O)(=O)N(C)c3ccccc3)cc2)cc1,-2,2,-2,-2.5,2.1,2,-0.8,-2.0,0.4,-1.4,-1.6
OCCCNc1ncnc2oc(-c3ccccc3)c(-c3ccccc3)c12,-4,-47,-1,-5.1,4.5,-7,-4.1,-1.9,-2.3,-0.7,-1.9
N#Cc1nc(COc2ccccc2)oc1N1CCC(Cc2ccccc2)CC1,-4,4,-3,-0.4,0.8,4,0.2,-0.3,-0.1,-0.5,-0.8
Cc1nn(CCc2nn[nH]n2)c2nc(-c3ccc(C4CCCCC4)cc3)cc(C(F)(F)F)c12,-17,-4,-5,0.1,-0.5,-2,-0.9,-0.5,-0.5,0.4,-0.9
CN(C)C(=O)CCC(=O)N1CCCCC1C(=O)Nc1ccc(Oc2ccccc2F)cc1 (stereo not given),-3,5,0,-2.9,-0.9,6,-0.3,-0.8,0.1,-0.3,-1.7
O=C(O)c1cc(-c2ccco2)nc2ccccc12,2,2,0,-1.1,0.3,4,-1.2,1.3,21*,-0.1,-0.7
O=C(CCCCCNC(=O)c1ccccc1)N/N=C/c1ccc(F)cc1,-6,1,3,-1.2,2.4,2,9.7,1.6,0.7,-0.5,-1.2
COc1ccc(C(=O)NCc2nnc(SCC(=O)NCc3ccco3)o2)cc1,2,-2,0,0.5,0.2,1,-0.4,-0.1,0.5,0.6,-1.0
Cc1cccc(C(=O)N2CCCC(CCC(=O)N3CCN(c4ccccn4)CC3)C2)c1C (stereo not given),-6,2,-4,-3.6,-2.5,-1,-6.1,-1.1,0.6,-6.5,-2.1
CCN1CCN(Cc2nnc(-c3ccccc3)o2)CC1,5,1,-1,0.4,1.5,5,0.2,0.1,-0.6,0.3,-0.2
CN(C)C(C)(C)C#CCC(c1ccccc1)c1ccccc1,-16,-19,-1,-0.2,0.8,-18,0.3,-0.7,0.3,0.4,-1.9
CCn1c(SCc2nc3ccccc3c(=O)[nH]2)nnc1-c1ccncc1,6,-1,2,-0.4,-4.7,-2,0.6,0.1,-0.2,1.2,-1.6
CCC(CO)Oc1cc(NCc2ccc(O)cc2)c2ncn(C(C)C)c2c1 (stereo not given),-3,5,2,-2.5,-0.2,15,4.2,-0.4,-0.5,0.0,-0.6
CO/N=C/c1cccn1-c1nccc(OC)c1C#N,4,1,-4,-0.4,-0.3,2,-1.5,/,0.0,-0.8,-0.5
O=C(O)c1cccc(-n2nnnc2SCc2ccccc2Cl)c1,-9,3,-3,2.1,1.6,0,0.4,1.9,0.1,-0.1,-0.9
CC(NCCC(c1ccccc1)c1ccccc1)c1ccccc1 (stereo not given),4,-31,0,-2.1,-6.3,-19,-2.5,0.2,0.1,-0.8,-0.2
Cc1c(-n2cccc2C=O)cccc1[N+](=O)[O-],1,2,2,1.2,1.1,-3,1.2,-0.4,-0.1,-0.8,-1.6
CC(OC(=O)Cn1cc(C(F)(F)F)ccc1=O)C(=O)NC(C)c1ccc(Cl)cc1Cl (stereo not given),5,1,0,-1.1,-0.3,-13,0.4,0.6,0.9,-1.0,-1.3
Cc1ccc(-c2cc(C(=O)N3CCC(C)CC3)c3ccccc3n2)cc1,-13,0,3,0.8,0.8,1,-0.1,0.3,0.2,0.4,-0.9
CCS(=O)(=O)N1CCN(C2CCC(C)CC2)CC1 (stereo not given),0,4,0,-1.5,-0.6,3,2.5,-0.4,-0.5,0.7,1.1*
Cc1nn(C)c(C)c1NC(=O)CSc1nc(-c2ccccc2F)nc2c1cnn2-c1ccccc1,-1,2,0,2.5,2.5,-4,1.1,1.9,0.1,-0.2,-0.3
CS(=O)(=O)N(CC(=O)NC1CCCCC1)c1cccc(Cl)c1,10,-10,-4,-1.0,-1.5,-7,-2.8,-0.6,-0.3,-0.3,-1.1

Later entries:
molecule,HGIII-sPLA2 inh,GC-A act,SMARCA2 activ,hcDAF12 agonist,GAA850 FXN act,GC-B act,hgDAF12 agonist,DAX1 inh-1,proKLK7 act,DAX1 inh-2,ssDAF12 agonist
O=C(CN1C(=O)c2ccccc2C1=O)Nc1cccc2cccnc12,1,1,1,-1.8,-1.7,1,-1.4,1.4,1.2,0.6,-0.9
O=C(Nc1ccc(Cl)cc1)N1CCCN(Cc2ccc(F)cc2)C1,-20,-16,-3,0.1,2.3,-8,-2.9,0.4,-0.5,0.8,-1.3
CCOC(=O)c1cnc2ccc(C(=O)OC)cc2c1NCCc1ccc(OC)c(OC)c1,-6,28,-1,0.3,0.8,36*,2.1,-0.6,-1.1,-0.3,-0.7
O=C(CN1C(=O)CCC1=O)Nc1nc(-c2cccs2)cs1,1,10,-1,-0.3,-1.3,3,-0.4,0.5,-0.1,0.5,-0.9
COc1ccccc1NC(=O)c1ccc(NC(=O)COC(=O)c2cccnc2Cl)cc1,-6,-4,-4,-1.0,1.2,-5,-0.3,-0.2,0.5,-0.8,-0.6
C[C@@H]1NC(=O)N(CCCn2ccnc2)C1=O,-3,6,-2,0.0,0.6,2,0.4,1.3,1.1,0.2,-0.2
Nc1c(Cl)cc(-c2cn(CCC(=O)O)c(-c3ccc(Cl)nc3)n2)cc1Cl,-6,-1,0,-1.0,0.2,3,2.1,0.4,-0.4,0.4,-1.1
Cc1[nH]c2ccccc2c1CN1CCc2ccccc2C1,2,2,-2,3.6,-0.1,5,-0.4,1.4,-0.4,0.7,0.6
O=C(Cn1ccc(NC(=O)OCc2ccccc2)nc1=O)NCCCn1ccnc1,3,3,0,-0.2,-0.1,1,0.0,-0.2,-0.4,-0.1,-1.4
